MazF activator – increases E. coli MazEF RNase cleavage of RNA. 0.32% of 350,000 active. activation, % at 20 µM. P0AE70. FAM/BHQ RNA-DNA oligo cleavage fluorescence, 5 h. AID 504720; in the data active means activation above about 50%
Target sequence (P0AE70 whole entry, looked up): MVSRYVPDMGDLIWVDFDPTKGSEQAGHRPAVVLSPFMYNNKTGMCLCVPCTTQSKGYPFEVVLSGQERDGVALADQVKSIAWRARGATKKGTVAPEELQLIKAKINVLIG
TcdB GH inh – blocks C. difficile toxin B glycohydrolase activity. P18177. TcdB glycohydrolase enzymatic assay, plate reader. inhibition, % at 9.99 µM. 0.24% of 350,000 active. AID 652162; in the data active means inhibition above about 10%
Y pestis TopoI – blocks Yersinia pestis topoisomerase I activity. Y. pestis Topo-I cleavage product accumulation, plate reader. activity, % at 10 µM. 0.064% of 360,000 active. AID 504884; in the data active means activity above about 50%, passing the limit was not always enough; further: inactives centre near 2
DUSP3 inh – blocks human VHR1 dual specificity phosphatase; P51452; recombinant VHR phosphatase, pNPP absorbance; inhibition, % at 13.3 µM; 0.52% of 290,000 active; AID 1654; in the data active means inhibition above about 50%; further: some compounds called inactive have numbers as strong as hits
Target sequence (P51452 whole entry, looked up): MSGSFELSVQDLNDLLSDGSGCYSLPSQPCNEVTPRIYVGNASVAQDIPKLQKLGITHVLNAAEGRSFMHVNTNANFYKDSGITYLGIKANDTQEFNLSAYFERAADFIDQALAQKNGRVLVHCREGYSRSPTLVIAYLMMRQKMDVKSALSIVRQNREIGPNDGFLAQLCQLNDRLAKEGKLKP
CCHFV vOTU inh – CCHFV vOTU protease inhibition. Pep-AMC fluorescence. inhibition, % at 11.5 µM. 0.55% of 370,000 active; in the data active means inhibition above about 30%; further: 0% = vehicle wells with enzyme and 100% = no enzyme wells
BH1578 lux ind – quorum light induction in luxS cqsA deficient V. cholerae; V. cholerae BH1578 lux reporter, luminescence, 6 h; activation, % at 18.7 µM; 0.16% of 350,000 active; in the data active means activation mostly above about 9.7%, no sharp cut-off; further: not every result past the cut was called active; inactives centre near 0; reference of the scale not given here
SARS 3CLpro inh – SARS-CoV 3CLpro protease inhibition | AID 1706 | 0.14% of 290,000 active | recombinant SARS-CoV 3CLpro, quenched FRET peptide cleavage | inhibition, % at 6 µM; in the data active means inhibition above about 12%
PriA SSB inh – K. pneumoniae PriA-SSBct interaction inhibition; AlphaScreen SSBct-PriA binding, biotinylated peptide; inhibition, % at 33 µM; 0.6% of 430,000 active; in the data active means inhibition mostly above about 37%, no sharp cut-off; inactive means mostly below about 20%;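 further: plate controls were negative control peptide for no effect and reference peptide for full effect; strong numbers were not always called active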
PrPC TRFRET – cell surface PrPC inhibition, primary TR-FRET screen. P04156. TR-FRET read-out. inhibition, % at 13.8 µM. 0.43% of 370,000 active; in the data active means inhibition above about 24%; further: 0% = median of the test wells and 100% = reference compound wells
Rv3671c protease – Rv3671c (M. tuberculosis) protease inhibition. inhibition, % at 5.96 µM. AID 2606. P9WHR9. 0.048% of 320,000 active; in the data active means inhibition above about 38%;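 further: extracellular domain of Rv3671c used as enzyme; 0% = enzyme with DMSO and 100% = no enzyme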
Target sequence (P9WHR9 whole entry, looked up, the tested form may be a part): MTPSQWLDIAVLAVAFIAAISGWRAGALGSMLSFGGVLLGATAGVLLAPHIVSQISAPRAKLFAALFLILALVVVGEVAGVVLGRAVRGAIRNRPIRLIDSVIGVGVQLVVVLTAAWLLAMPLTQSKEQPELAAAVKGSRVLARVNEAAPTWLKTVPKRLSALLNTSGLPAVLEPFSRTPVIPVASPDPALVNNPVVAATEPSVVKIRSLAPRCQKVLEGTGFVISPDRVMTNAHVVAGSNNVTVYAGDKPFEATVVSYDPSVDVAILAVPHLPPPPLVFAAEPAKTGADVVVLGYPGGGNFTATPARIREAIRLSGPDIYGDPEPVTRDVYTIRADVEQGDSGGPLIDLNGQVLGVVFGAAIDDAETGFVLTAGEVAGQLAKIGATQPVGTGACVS
Active calls of the source: *; i = inactive; . = no result given; & = joins results of further samples.

canonical_smiles	BH1578 lux ind	CCHFV vOTU inh	PrPC TRFRET	DUSP3 inh	SARS 3CLpro inh	MazF activator	Rv3671c protease	PriA SSB inh	Y pestis TopoI	TcdB GH inh
Oc1ccc(Cl)cc1C=Nc1ccccc1Br	-0.3	-3	8	7	-7	-3	1	-1	-2	.
COc1ccc2c(c1)OC13CCN(C)CC1C2C(C(=O)c1ccc(F)cc1)C(=O)N3 (configuration not stated)	-0.3	-3	-13	0	6	20	-5	-8	-7	-0.5
CN(C)C(=O)[C@H]1C[C@H]1[C@@H](O)[C@H](CO)NC(=O)[C@H](Cc1ccccc1)NC(=O)OC(C)(C)C	i	8	2	48	-10	4	-8	8	-1	0.3
COCCNC(=O)CN(C(=O)Cn1nnc2ccccc21)c1ccccc1C	-0.3	-5	-3	17	3	3	4	1	-1	1.3
CC(C)Oc1ccc(S(=O)(=O)N2CCCCC2)cc1NC(=O)CN1C(=O)NC(C)(c2ccccc2)C1=O (configuration not stated)	-3.4	11	6	24	0	3	-7	-11	15	-0.3
Cc1cccc(C)c1NC(=O)Cn1c(=O)n(CCC(=O)NCc2ccco2)c(=O)c2sccc21	i	2	6	18	-4	-1	-2	-6	-4	.
CCOc1cccc(C(=O)Nc2ccc(NC(=O)c3ccccc3)c(C)c2)c1	-0.6	5	6	6	-3	4	-2	8	-19	-3.9
Cc1cc(NC(=O)C2C3C(=O)N(CC4CCCO4)C(C(=O)NCc4ccccc4)C34C=CC2(C)O4)no1 (configuration not stated)	0.6	5	-3	9	-2	-2	3	-23	-1	.
Cc1cc(N2CCCC2)n2nc(C)nc2n1	-0.2	3	1	-11	0	12	3	-8	-3	-7.1
O=C(NCCc1cccnc1)C1CCC(=O)N(Cc2ccc(Cl)cc2)C1 (configuration not stated)	-0.3	-11	9	-6	4	8	.	-13	-5	2.5
CCCCNC(=O)CCn1c(=O)c2ccccc2n(Cc2ccccc2C)c1=O	-0.2	6	-3	-8	3	3	2	1	10	0.6
COc1ccc(/C=C(\CC(=O)O)c2nc3ccccc3o2)cc1	i	10	-2	33	1	7	-1	-11	4	2.2
Cc1oc(/N=C/c2ccc3c(c2)OCO3)c(C#N)c1C	i	11	-6	44	-3	-9	-1	.	0	.
COCCCNC(=O)C(C)N1c2cccc3cccc(c23)S1(=O)=O (configuration not stated)	0.3	-25	0	13	-3	-1	.	-11	5	-5.0
O=C(COC(=O)Cc1c(F)cccc1Cl)NNC(=O)c1ccccc1	-0.5	-1	0	.	.	6	-2	-4	5	1.0

Of the compounds above, two have fluorine.
canonical_smiles	BH1578 lux ind	CCHFV vOTU inh	PrPC TRFRET	DUSP3 inh	SARS 3CLpro inh	MazF activator	Rv3671c protease	PriA SSB inh	Y pestis TopoI	TcdB GH inh
COc1ccc2c(c1)OC13CCN(C)CC1C2C(C(=O)c1ccc(F)cc1)C(=O)N3 (configuration not stated)	-0.3	-3	-13	0	6	20	-5	-8	-7	-0.5
O=C(COC(=O)Cc1c(F)cccc1Cl)NNC(=O)c1ccccc1	-0.5	-1	0	.	.	6	-2	-4	5	1.0

The listing continues.
canonical_smiles	BH1578 lux ind	CCHFV vOTU inh	PrPC TRFRET	DUSP3 inh	SARS 3CLpro inh	MazF activator	Rv3671c protease	PriA SSB inh	Y pestis TopoI	TcdB GH inh
CC1(C)Cc2cccc(OCC(=O)N3CCN(c4ccc([N+](=O)[O-])cc4)CC3)c2O1	-0.2	-5	-27	4	3	2	-11	17	14	.
Cc1ccc(NC(=O)c2cc(CC(C)C)nc3ccccc23)cc1	i	10	6	15	-1	14	-1	-15	3	1.0
COC(=O)CNC(=O)COC(=O)/C=C/c1ccc(F)cc1	i	-7	3	-1	3	8	4	-8	-5	1.6
Cn1cnc2c(ncn2C2OC(CO)C(O)C2O)c1=S (configuration not stated)	i	10	-2	.	.	10	.	-4	9	-0.7
COc1cccc(N2CC(=O)Nc3c(oc4nc(-c5ccccc5)cc(C)c34)C2=O)c1	1.5	9	-14	22	2	6	8	-7	5	1.5
Cc1cccc(C(=O)OCC(=O)Nc2c(C)n(C)n(-c3ccccc3)c2=O)c1	0.0	-6	-1	.	.	-5	5	-20	0	0.6
C[C@@H]1CN([C@H](C)CO)C(=O)CCCn2nncc2CO[C@H]1CN(C)S(=O)(=O)c1cn(C)cn1	0.1	-6	9	.	.	4	.	.	2	1.2&0.5
CCc1noc(C)c1C(=O)N1CCN(S(=O)(=O)c2ccc(Br)cc2Cl)CC1	2.3	3	0	.	.	-5	13	4	5	-0.5
Cc1cc(NC(=O)CCN2C(=O)C3C4CCC(C4)C3C2=O)c(C)cc1Br (configuration not stated)	i	-5	1	9	1	-1	3	-9	3	.
CCOC(=O)C1CCCN(C(=O)c2ccc3oc(CCc4ccccc4)nc3c2)C1 (configuration not stated)	i	9	-7	-15	0	-1	-3	-14	25	0.2
Cc1ccc(CN2CCN(c3ncccn3)CC2)c(C)c1	0.7	7	-5	-2	-6	6	-1	-15	7	1.4
Cc1nc(N)nc(Nc2ccc(C#N)cc2)c1Br	i	15	7	28	5	-25	-15	-12	11	-0.2
O=C(NCc1ccccn1)c1ccc(CNS(=O)(=O)c2ccc(F)cc2)cc1	-0.2	-13	-3	21	0	1	8	-1	-1	.
CC(=O)c1ccc(NC(=O)CSCC(=O)Nc2ccc3ccccc3c2)cc1	-0.6	15	4	27	9	-1	-6	-5	-2	.
COC(=O)c1cccnc1-n1c(=O)c2cccnc2n(Cc2cccc(OC)c2)c1=O	.	2	2	17	.	6	5	-9	5	-5.1

New compounds follow
canonical_smiles	BH1578 lux ind	CCHFV vOTU inh	PrPC TRFRET	DUSP3 inh	SARS 3CLpro inh	MazF activator	Rv3671c protease	PriA SSB inh	Y pestis TopoI	TcdB GH inh
COc1ccc(C(=O)Cn2nnc(-c3cccs3)n2)cc1	1.2	-2	0	-13	-2	-2	-2	-32	-8	.
O=C(O)CC(NC(=O)OCc1ccccc1)c1ccc(Br)cc1 (configuration not stated)	i	14	0	-4	1	-2	-6	-19	6	.
O=C(C[C@H]1C(=O)N(Cc2ccccc2)C[C@@H]1Cc1ccccc1)Nc1ccccc1	-0.4	4	2	32	-2	5	-4	5	46	0.2
COc1ccc(-c2ccc(C(C)=O)cc2)cc1[C@H]1[C@@H]2C=CCC[C@@]2(C)C(=O)N1Cc1ccccc1	-2.2	-2	-7	26	.	-7	6	-2	23	-2.9
Cc1ccccc1-c1cccc([C@@H]2C[C@H]3[C@H](CON3C)CN2C)c1	-0.5	0	-1	.	.	2	.	-10	8	2.1
COCCn1c(SCC(=O)N(C)C2CCS(=O)(=O)C2)nc2ccccc2c1=O (configuration not stated)	i	10	-10	12	1	7	4	13	2	0.6
COc1ccc(-c2nn(-c3ccccc3)cc2/C=C(\C#N)C(N)=O)cc1[N+](=O)[O-]	-0.5	-1	-1	39	1	13	-16	-8	3	1.2
CC1NC(C)c2c(ccc3ccccc23)O1 (configuration not stated)	13	2	-5	.	.	-18	.	8	-4	0.6
COCCCNC(=O)CCC(=O)Nc1ccc2nc(N3CCOCC3)cc(C)c2c1	-0.3	-64	-3	10	-3	-8	-5	-21	2	.
O=C(c1ccc(S(=O)(=O)N2CCC(c3nc4ccccc4s3)CC2)cc1)N1CCOCC1	0.6	-16	2	4	.	12	-3	3	-6	.
COc1cccc(NC(=O)CSc2nc3ccccc3c(=O)n2CCCC(=O)N2CCCC2)c1	-0.2	11	7	29	-2	5	-12	-6	21	.
COc1ccc2c(C)cc(SCC(=O)NC3CCCC3)nc2c1	0.5	6	15	.	.	-3	2	-6	26	2.7
COc1ccc(CC(NC(C)=O)C(=O)N2CCN(C(=O)Nc3cccc(Cl)c3)CC2)cc1OC (configuration not stated)	i	-12	3	-4	1	11	-2	-16	-13	.
Cc1ccc(NC(=O)c2cc([N+](=O)[O-])ccc2N2CCOCC2)cc1S(=O)(=O)N(C)C	-0.4	1	-30	12	-3	1	0	8	-10	5.1
CN1CCOc2cc(S(=O)(=O)Nc3ccc(F)cc3)ccc21	i	-3	2	-5	2	5	-3	1	-9	.

The list goes on.
canonical_smiles	BH1578 lux ind	CCHFV vOTU inh	PrPC TRFRET	DUSP3 inh	SARS 3CLpro inh	MazF activator	Rv3671c protease	PriA SSB inh	Y pestis TopoI	TcdB GH inh
O=S(=O)(NCCS(=O)(=O)N1CCN(c2ccccc2)CC1)c1ccccc1	-0.4	6	1	34	8	6	12	27	-6	-0.3
O=C(Cc1cccs1)NNC(=S)NC(=O)c1ccc(F)c(F)c1	-2.6	1	2	-11	3	3	3	-4	-1	.
CCc1ccc(N/C(N)=N/c2nc(CSc3ncccn3)cc(=O)[nH]2)cc1	2.6	7	2	7	-4	9	5	.	8	0.3
COc1ccc(/C=N/NC(=O)Cn2nc(C)c([N+](=O)[O-])c2C)cc1	i	-16	-10	-10	-5	6	-9	.	4	.
COc1ccc(C(=O)NC(=S)NNC(=O)c2ccco2)cc1	i	2	-7	-10	-1	3	15	-8	0	1.5
Cc1cc(C)cc(NS(=O)(=O)c2ccc(NC(=S)NC(=O)c3cccs3)cc2)c1	i	-3	-3	-16	2	5	-139	10	9	.
CC(CCc1ccc(O)cc1)NC1C2CC3CC(C2)CC1C3 (configuration not stated)	-0.2	-11	-1	5	0	6	6	-5	1	.
CN1CCN(CCNC(=O)c2ccc3nc(-c4ccc(F)cc4)c(-c4ccc(F)cc4)nc3c2)CC1	-0.2	-46	-32	2	-1	30	-12	4	-3	0.0
CS(=O)(=O)N1CCN(Cc2ccccc2C(F)(F)F)CC1	-0.7	6	-1	12	-8	-1	8	-18	-2	.
COc1ccc(N2CCN(CCCNC(=O)C3CCC(CNc4nc(=S)[nH]c5ccccc45)CC3)CC2)cc1 (configuration not stated)	i	-15	33*	12	0	7	-1	0	13	-0.7
Cc1ccc(Nc2nc(CSc3nnc(-c4cccnc4)n3-c3ccccc3F)cs2)cc1	-0.1	-10	-4	10	1	-1	-4	-3	-7	0.7
COc1cccc(/C=N/NC(=O)c2cc(-c3cccn3C)n[nH]2)c1	i	-2	3	15	-4	-6	-11	.	1	0.3
Cc1ccc(CNC(=O)COc2ccc3c(c2)CCC3)cc1	-0.6	-7	5	-2	-2	5	5	-10	-4	1.5
O=C1NC(CCO)C(=O)NC1CCO (configuration not stated)	7.1	0	-15	.	.	6	.	7	-1	0.4

An excerpt from above in order of formula weight, ascending.
canonical_smiles	BH1578 lux ind	CCHFV vOTU inh	PrPC TRFRET	DUSP3 inh	SARS 3CLpro inh	MazF activator	Rv3671c protease	PriA SSB inh	Y pestis TopoI	TcdB GH inh
CC1NC(C)c2c(ccc3ccccc23)O1 (configuration not stated)	13	2	-5	.	.	-18	.	8	-4	0.6
Cc1ccccc1-c1cccc([C@@H]2C[C@H]3[C@H](CON3C)CN2C)c1	-0.5	0	-1	.	.	2	.	-10	8	2.1
Cc1cc(NC(=O)CCN2C(=O)C3C4CCC(C4)C3C2=O)c(C)cc1Br (configuration not stated)	i	-5	1	9	1	-1	3	-9	3	.

Bioassay records (PubChem BioAssay)

These rows are one share of the data. The share of hits here may be higher or lower than overall.
